# Screening data: PubChem, several laboratories
# Mdm2 ligase inh = blocks human Mdm2 ubiquitin ligase activity; Q00987; cell-based MDM2 ubiquitination luciferase reporter, 2 h; 0 = plate control, 100 = twice control, blank-subtracted; signal enhancement, % at 5 µM; 0.11% of 210,000 active; AID 1230;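 active = signal enhancement of 30% or more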;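 note: luminescence tracks abundance of the self-degrading MDM2-luciferase fusion protein; higher signal means inhibition of MDM2 E3 ligase activity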
#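 Test system: stable mammalian line carrying autodegrading MDM2–luciferase fusion reporter; quantity: 2000 cells in each well; times: 4 h cell settling then 2 h compound exposure, 37 °C; detection: luminescence with SteadyLite reagent, 15 min at room temperature; evaluation: percent signal gain over controls, blank-subtracted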
# 14-3-3 Bad inh = disrupts binding of bovine 14-3-3 zeta to phospho-Bad peptide; P63103; TR-FRET 14-3-3zeta/Dy647-pBad peptide displacement, 1 h; inhibition, % at 21.7 µM; 0.71% of 220,000 active;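 active = inhibition above about 70%, limit read from the data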;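 note: 0% = full 14-3-3 plus peptide FRET controls and 100% = background without 14-3-3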
# Target sequence (P63103 whole entry, looked up): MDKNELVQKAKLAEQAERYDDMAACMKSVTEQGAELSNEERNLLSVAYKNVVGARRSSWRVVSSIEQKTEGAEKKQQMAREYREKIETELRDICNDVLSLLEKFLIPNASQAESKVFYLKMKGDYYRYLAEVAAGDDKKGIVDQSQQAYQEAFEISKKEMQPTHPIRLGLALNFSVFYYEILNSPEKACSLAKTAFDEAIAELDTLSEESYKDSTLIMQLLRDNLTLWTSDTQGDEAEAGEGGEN
# Rad51 HR inh = Rad51 (human) homologous recombination inhibition; Q06609; hRad51 DNA strand exchange, fluorescence dequenching; inhibition, % at 10 µM; 0.085% of 200,000 active; AID 1385;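 active = inhibition above 40% at the single screening dose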;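 note: 0% = DMSO control wells and 100% = blanks with heterologous ssDNA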
#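 material = hRad51 filaments on single-stranded DNA | reagent = Donor/quencher-labelled 47-bp dsDNA substrate | compound = 10 µM final, single point | schedule = strand-exchange reaction 15 min at room temperature | measured by = fluorescein emission 520 nm, excitation 485 nm | read-out basis = % inhibition versus plate control and blank means | benchmarks = plate controls and plate blanks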
# FXIIa inh 1536 = inhibitors of human coagulation factor XIIa | purified FXIIa, Boc-QGR-AMC fluorogenic substrate, 2 h | inhibition, % at 5 µM | 0.3% of 220,000 active; in the data active = inhibition above about 40%;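 note: 0% = enzyme with no compound and 100% = blank without enzyme; many of its hits are not listed in these tables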
# hK5 inh = inhibitors of human kallikrein 5 | Q9Y337 | recombinant hK5, fluorogenic AMC substrate cleavage | inhibition, % at 5 µM | 0.59% of 210,000 active | AID 873;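 active = inhibition of 40% or more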;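 note: 0% = enzyme controls without compound and 100% = no-enzyme blanks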
# Target sequence (Q9Y337 67-293 limits assumed): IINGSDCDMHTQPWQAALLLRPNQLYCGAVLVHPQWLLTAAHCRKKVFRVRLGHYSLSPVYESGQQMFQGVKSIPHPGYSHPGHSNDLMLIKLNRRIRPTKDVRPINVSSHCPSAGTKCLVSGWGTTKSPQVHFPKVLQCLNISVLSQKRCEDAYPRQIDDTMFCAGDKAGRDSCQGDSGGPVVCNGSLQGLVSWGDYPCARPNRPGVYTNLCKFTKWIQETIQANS
# FXIa inh = blocks human coagulation factor XIa protease activity; P03951; purified FXIa, Boc-Glu-Ala-Arg-AMC fluorogenic substrate; inhibition, % at 5 µM; 0.14% of 220,000 active; AID 798;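 active = inhibition of at least 40%; inactive = inhibition below 40%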;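 note: fluorescence of freed AMC excited at 355 nm; 0% = enzyme without compound and 100% = no enzyme blank; many of its hits are not listed in these tables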
# Target sequence (P03951 19-387 limits assumed): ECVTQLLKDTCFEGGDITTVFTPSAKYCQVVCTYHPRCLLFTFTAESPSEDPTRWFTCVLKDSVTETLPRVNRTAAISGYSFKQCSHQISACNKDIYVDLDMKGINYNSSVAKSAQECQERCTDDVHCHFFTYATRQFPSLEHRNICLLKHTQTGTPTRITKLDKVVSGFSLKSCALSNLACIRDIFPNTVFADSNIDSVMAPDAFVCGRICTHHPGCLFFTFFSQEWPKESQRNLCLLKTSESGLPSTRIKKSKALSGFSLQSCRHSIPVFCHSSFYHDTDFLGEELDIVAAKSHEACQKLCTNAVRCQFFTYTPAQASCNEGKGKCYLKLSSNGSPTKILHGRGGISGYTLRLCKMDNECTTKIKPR
# Target sequence (P03951 388-625 limits assumed): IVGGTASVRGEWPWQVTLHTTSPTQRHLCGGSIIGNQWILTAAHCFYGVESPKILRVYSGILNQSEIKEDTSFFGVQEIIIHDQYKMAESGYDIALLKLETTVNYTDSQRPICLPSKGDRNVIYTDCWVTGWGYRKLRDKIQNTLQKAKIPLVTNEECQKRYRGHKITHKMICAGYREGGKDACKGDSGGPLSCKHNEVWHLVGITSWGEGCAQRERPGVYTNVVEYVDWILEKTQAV
# p97 ATPase inh = blocks human p97 ATPase activity; recombinant p97 ATPase, Kinase-Glo ATP luminescence, 3 h; 0.42% of 220,000 active; inhibition, % at 8 µM; in the data active = inhibition above about 15%;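 note: 0% = DMSO vehicle and 100% = wells lacking enzyme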
# eIF4E-4G inh = eIF4E/eIF4G interaction inhibition in translation initiation; P63073+Q04637; AID 782; inhibition, % at 21.7 µM; 0.37% of 220,000 active; TR-FRET eIF4E-eIF4GI(517-606) binding, 2 h;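 active = inhibition above about 30%, limit read from the data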;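 note: 0% = full FRET control wells and 100% = background wells lacking eIF4GI fragment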
# Wee1 degr inh = human Wee1 degradation inhibition, primary screen | HeLa Luc-Wee1K328M stability, luciferase luminescence; 100% = proteasome inhibitor MG132 effect | P30291 | reporter increase, % at 5 µM | 1.2% of 220,000 active;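 active = activation above the mean of all tested compounds plus 3 SD, set per screening run, cut at about 8.8% in these data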;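 note: cells exposed to compound for 20 h before luminescence read; 0% = DMSO alone and 100% = MG132 at 30 µM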
# * = called active by the depositor; / = not tested or not shown; [ ] = dose if it differs, or a comment.
# Start of the listing, in advance, 2 compounds:
# Key to letters: A = Mdm2 ligase inh; B = 14-3-3 Bad inh; C = Rad51 HR inh; D = FXIIa inh 1536; E = hK5 inh; F = FXIa inh; G = p97 ATPase inh; H = eIF4E-4G inh; I = Wee1 degr inh
CCOC(=O)c1cc[nH]c1CC(=O)NC
  A: -81	B: -2	C: 10	D: 9	E: -6	F: -2	G: -1	H: -11	I: 0

COc1ccc(Cn2ccnc2)cc1Br
  A: -7	B: 13	C: 2	D: 15	E: -7	F: 2	G: 0	H: -2	I: 1

# All compounds of this part, previewed entries included:
# Key to letters: A = Mdm2 ligase inh; B = 14-3-3 Bad inh; C = Rad51 HR inh; D = FXIIa inh 1536; E = hK5 inh; F = FXIa inh; G = p97 ATPase inh; H = eIF4E-4G inh; I = Wee1 degr inh
CCOC(=O)c1cc[nH]c1CC(=O)NC
  A: -81	B: -2	C: 10	D: 9	E: -6	F: -2	G: -1	H: -11	I: 0

COc1ccc(Cn2ccnc2)cc1Br
  A: -7	B: 13	C: 2	D: 15	E: -7	F: 2	G: 0	H: -2	I: 1

CC(C)C(=O)O/N=C(\N)c1ccc(Oc2ccc(Cl)cc2)c([N+](=O)[O-])c1
  A: -11	B: -1	C: 14	D: 11	E: 7	F: 5	G: 3	H: -1	I: 2

Cc1ccc(COc2ccccc2-c2cc(C(=O)N/N=C/c3cccnc3)[nH]n2)cc1
  A: 5	B: 12	C: -12	D: 0	E: 14	F: -13	G: -12	H: -1	I: 0

CCCCOc1ccc(C(C)(O)CCN2CCOCC2)cc1 (stereo not drawn)
  A: -15	B: 32	C: 4	D: 1	E: -4	F: -2	G: 3	H: -6	I: 1

CCC(C)[C@H]1CN=C(N)N1CCc1cc(C(F)(F)F)cc(C(F)(F)F)c1 (stereo partly drawn)
  A: -14	B: 1	C: -7	D: 6	E: 1	F: 3	G: /	H: -4	I: /

Cn1c(COc2ccc(Cl)cc2)nnc1SCc1ncc(-c2ccccc2)o1
  A: 2	B: 14	C: -12	D: 14	E: -21	F: 6	G: -1	H: 11	I: -1

CCOc1ccc(/C=N/OCC(=O)NC(c2ccccc2)c2ccccc2)cc1
  A: -14	B: 5[fluorescence artefact?]	C: -3	D: 3	E: -17	F: 4	G: -6	H: -2	I: 1

Cc1cc(C)nc(N/N=C/c2ccccc2OCc2cccc(Br)c2)n1
  A: -7	B: 13	C: /	D: 2	E: -3	F: -6	G: -4	H: 6[fluorescence artefact?]	I: 7

O=C(CC(C(=O)O)c1c[nH]c2ccccc12)c1ccccc1 (stereo not drawn)
  A: 4	B: 2	C: -4	D: 12	E: 2	F: 2	G: 3	H: 5	I: 3

O=C(Nc1nc(-c2ccc([N+](=O)[O-])cc2)cs1)c1c(F)cccc1F
  A: 2	B: 2	C: 5	D: 7	E: -3	F: -4	G: 6	H: 2	I: 1

CN(C)C(=S)SCC(=O)Nc1ccc(Cl)cc1Cl
  A: -8	B: -28	C: 3	D: 14	E: -23	F: 9	G: -1	H: -5[fluorescence artefact?]	I: 1

Cc1ccc(-n2nnnc2SCC(=O)N2CC(=O)Nc3ccccc32)cc1
  A: -8	B: 2	C: -7	D: 15	E: 13	F: 2	G: 2	H: -5	I: 2

COc1cc2[nH]c(=S)nc(NCCc3ccc(C)cc3)c2cc1OC
  A: -21	B: 3	C: -13	D: 6	E: 7	F: -5	G: 2	H: -1	I: 5

N#CC1=C(N)OC2=C(CN(Cc3ccccc3)C/C2=C\c2cccnc2)C1c1cccnc1 (stereo not drawn)
  A: -8	B: -12	C: -10	D: -6	E: -36	F: -8	G: 2	H: -4	I: -1

CCOC(=O)c1cnc2ccc(Cl)cc2c1N1CCN(C)CC1
  A: -15	B: -13	C: -6	D: 29	E: 1	F: 21	G: -1	H: 1	I: -1

Cc1ccc(NC(=S)NCCSc2ccc(Cl)cc2)c(C)c1
  A: 3	B: 4	C: -6	D: 2	E: 10	F: 5	G: 8	H: 0	I: 3

CCc1ccc(N(C(=O)C(F)(F)F)C(C(=O)NC2CCCCC2)c2ccncc2)cc1 (stereo not drawn)
  A: -10	B: 5	C: -12	D: 17	E: -29	F: 14	G: 1	H: -3	I: 2

Cc1nc2c3ccccc3n(CC#N)c(=O)n2n1
  A: -10	B: 2	C: -1	D: 5	E: -18	F: -6	G: 4	H: -7	I: -1

Cc1ccc(NC(=O)CNc2ccc(Cl)cc2F)cc1
  A: -13	B: 4[fluorescence artefact?]	C: 7	D: 6	E: 1	F: -13	G: 3	H: -3	I: -2

CCn1c(C)nc2cc(C(=O)NNC(=S)NC(=O)c3ccc(OC)cc3)ccc21
  A: -3	B: -15	C: 1	D: /	E: -2	F: 2	G: 1	H: 0	I: 2

Cc1cccc(N2C(=O)CC(Cn3nc(C)cc3C)C2=O)c1 (stereo not drawn)
  A: -8	B: -1	C: 0	D: 8	E: -2	F: 0	G: 2	H: 4	I: 2

CC(=O)Nc1ccc(NC(=O)C(C)OC(=O)/C=C/c2cnc3ccccc3n2)cc1 (stereo not drawn)
  A: /	B: -6	C: 8	D: 12	E: 3	F: 3	G: 4	H: -1	I: 0

COCCCNC(=O)C(=O)C1C(=O)Nc2ccccc21 (stereo not drawn)
  A: -13	B: 11	C: 2	D: 5	E: -2	F: -2	G: 1	H: 5	I: -2

C/C(NC(=O)c1cccs1)=C1\C(=O)C[C@@H]2[C@H]1C2(C)C
  A: -5	B: 1	C: 5	D: 16	E: -9	F: 1	G: 0	H: 0	I: 5

COc1ccc(OCC(=O)NC(CC(=O)O)c2ccc(OC)c(OC)c2)cc1 (stereo not drawn)
  A: -5	B: 2	C: -7	D: 0	E: -13	F: -7	G: 3	H: 1	I: -3

O=C(O)c1ccc(N/N=C/c2cccc3cccnc23)cc1
  A: /	B: -2	C: 6	D: 5	E: -3	F: -3	G: 4	H: -1	I: 6

Cc1ccnc(NC(=O)CCC(=O)N(CC(=O)NC(C)(C)C)c2ccc(F)c(Cl)c2)c1
  A: 5	B: -1	C: -5	D: 6	E: -6	F: -5	G: -2	H: 0	I: -1

Clc1ccc2nc(-c3ccccn3)c(Nc3ccc4c(c3)OCO4)n2c1
  A: 0	B: 0	C: 25	D: 9	E: -19	F: 4	G: 0	H: 4[fluorescence artefact?]	I: -2

COc1ccc(Br)cc1C(=O)Nc1ccc(N2CCN(S(C)(=O)=O)CC2)cc1
  A: 12	B: -3	C: 0	D: 10	E: 3	F: 6	G: -6	H: 2	I: 4

CCn1c(SCC(=O)Nc2ccc(OC)cc2)nnc1-c1ccco1
  A: -3	B: -10[fluorescence artefact?]	C: -1	D: 12	E: -6	F: 7	G: 0	H: 3	I: 3

CCCCCCNS(=O)(=O)c1nc2nc(C)cc(C)n2n1
  A: -5	B: 10	C: 2	D: 23	E: -11	F: 2	G: 0	H: -2	I: -3

NCCc1nc(-c2ccccc2)cs1
  A: -4	B: 0	C: /	D: 6	E: -2	F: -2	G: -2	H: -2	I: 0

CCn1nnnc1SCC(=O)c1ccc(C)cc1
  A: -5	B: 2[fluorescence artefact?]	C: 1	D: 17	E: -5	F: 8	G: -5	H: -1	I: 1

Cc1cc(=O)[nH]c(N/N=C/c2ccc(Br)s2)n1
  A: -16	B: -9	C: -5	D: 5	E: -46	F: -3	G: -3	H: 3	I: -1

CCC(=NCCc1ccc(OC)c(OC)c1)C1=C(O)CC(C)(C)CC1=O
  A: -8	B: -12	C: /	D: 0	E: -7	F: -6	G: 3	H: 4	I: 0

CCOc1ccccc1NC(=O)CSc1nnnn1-c1ccc(C(=O)OC)cc1
  A: -1	B: 18	C: 4	D: 18	E: 0	F: -1	G: -7	H: -6	I: 0

CCN(CC)C(=O)c1ccc(-c2nnc(OC)c3ccccc23)cc1
  A: 6	B: -14	C: /	D: 5	E: 0	F: 0	G: 3	H: -4	I: 2

O=C1CCCCCN1Cc1ccccc1
  A: -2	B: -5	C: -6	D: 16	E: -11	F: 3	G: 1	H: 5	I: 0

NC(=O)N/N=C/c1ccc(-c2cccc(C(F)(F)F)c2)o1
  A: -10	B: -8	C: -6	D: 7	E: -2	F: -2	G: 4	H: 0	I: -1

Cc1sc(NC(=O)c2cccs2)c(C(N)=O)c1C
  A: -7	B: 10	C: 1	D: 16	E: 3	F: 3	G: 5	H: 0	I: 1

O=C(NC(=S)Nc1cc([N+](=O)[O-])ccc1Cl)c1ccccc1
  A: -2	B: -1	C: 0	D: -29	E: -9	F: -7	G: 2	H: -51	I: 6

Cc1oc(C(C)(C)C)c(CN2CCCC2)c1C(=O)O
  A: -3	B: 58[fluorescence artefact?]	C: 8	D: 16	E: 23	F: 0	G: 2	H: 3	I: -1

CCN(CC(=O)NCc1ccc(Cl)cc1)CC(=O)Nc1ccc(C(N)=O)cc1
  A: -12	B: 6	C: 3	D: 5	E: -14	F: -11	G: 0	H: 3	I: -2

COc1ccc(CCc2nnc(CCC(=O)NCc3ccc4ncccc4c3)o2)cc1
  A: -1	B: -7	C: 25	D: 2	E: -1	F: -4	G: 3	H: 1	I: 1

COc1ccccc1CNC(=O)c1cccc(-c2ccc(C)c3ccccc23)n1
  A: /	B: 6	C: /	D: 14	E: 9	F: 0	G: -5	H: -1	I: 1

O=C(c1cc(-c2ccco2)on1)N1CCN(c2ccccc2)CC1
  A: -13	B: 16	C: 0	D: 11	E: -2	F: 3	G: -1	H: -4	I: 5

Cc1ccc2oc(-c3ccc(C)c(NC(=S)NC(=O)c4cccs4)c3)nc2c1
  A: -28	B: 23[fluorescence artefact?]	C: 4	D: 30	E: 11	F: 16	G: -6	H: -5	I: -4

O=C1NC(=S)N/C1=C\c1ccccc1OCc1ccc(C(=O)O)cc1
  A: -7	B: -2	C: -1	D: 3	E: -2	F: 0	G: 9	H: -8	I: 6

O=C1C=C(NCc2ccc3c(c2)OCO3)CC(c2ccccc2)C1 (stereo not drawn)
  A: -5	B: -13	C: 5	D: 7	E: -3	F: -5	G: 5	H: 4	I: -4

CN1CCN(C(=O)CCNC(=O)Cn2ccc3ccccc3c2=O)CC1
  A: -23	B: -7	C: 1	D: 12	E: -7	F: 4	G: -4	H: 2	I: -1

CCOC(=O)C1CSC(CC(=O)Nc2ccc(OCC)cc2)C(=O)N1 (stereo not drawn)
  A: -11	B: -2[fluorescence artefact?]	C: 1	D: 7	E: -7	F: -3	G: -4	H: -1	I: 0

NS(=O)(=O)c1ccc(N2CCCC2=O)c([N+](=O)[O-])c1
  A: 18	B: -11	C: 2	D: 7	E: -3	F: -5	G: 5	H: 6	I: 5

COC(=O)CN1C(=O)N(c2ccccc2)C(N(O)C(=O)Nc2ccccc2)C1(C)C (stereo not drawn)
  A: -7	B: 0	C: /	D: 11	E: 3	F: 1	G: -3	H: 3	I: 1

Cc1nn(-c2ccccc2)c(C)c1C(=O)OCC(=O)NC12CC3CC(CC(C3)C1)C2
  A: -9	B: 10[fluorescence artefact?]	C: 7	D: 9	E: 9	F: -5	G: -4	H: -4	I: 1

Cc1oc(-c2ccccc2Cl)nc1CN1CCCC1c1ccc(F)cc1 (stereo not drawn)
  A: -17	B: -14	C: /	D: 8	E: /	F: -2	G: -1	H: -2	I: -1

O=C(NC1CC1)c1nc2c(nnn2Cc2ccccc2Cl)c(=O)[nH]1
  A: 8	B: 15	C: 3	D: 3	E: -10	F: 0	G: -2	H: -4	I: 0

CC1(NC(=O)C2CCCCC2)CCS(=O)(=O)C1 (stereo not drawn)
  A: -2	B: 4	C: -5	D: /	E: 2	F: 0	G: -1	H: 1	I: -2

Cc1nc(N)sc1C(=O)N/N=C/c1ccco1
  A: -8	B: 1	C: 10	D: 6	E: -4	F: 10	G: -2	H: 5	I: -1
